Compound activity deposited in PubChem by National Center for Advancing Translational Sciences (NCATS).
BRCT PPI green: BRCA1 BRCT-phosphoprotein interaction inhibition | AID 875 | Potency, µM (titrated, usually from 76.9 µM), for inactives: at the highest dose activity change, negative = inhibition, hits mostly inhibitors | BRCA1 BRCT-phosphopeptide binding, green fluorescence polarization | 75,000 tested, 0.05% active;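 further: potency means the concentration at half of the fitted maximal effect; plate controls were peptide without protein for full effect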
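Compounds were incubated for 12 min at room temperature with a complex of 100 nM fluorescein-tagged pBACH1 decapeptide and 250 nM His-tagged BRCT protein. Buffer was phosphate pH 7.3 with EDTA, DTT and Tween 20. Disruption of binding lowers the polarization signal.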
ALOX15 inhib: blocks human 15-lipoxygenase activity. purified 15hLO-1, xylenol orange hydroperoxide absorbance. Potency, µM (top dose mostly 57.1 µM), for inactives: at the highest dose activity change, negative = inhibition, actives largely listed as inhibitors. P16050. 74,000 tested, 1.4% active. AID 887; further: potency means the concentration at half of the fitted maximal effect; on the % scale 0 is the no-effect control and ±100 the full control effect; nearly all actives have a fitted effect of over 55% in size
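Purified human 15hLO-1 (40 nM) in 25 mM Hepes pH 7.5, 0.01% Triton X-100, preincubated 15 min RT with compound, then 50 uM arachidonic acid for 6 min. Hydroperoxide read by ferrous/xylenol orange, 30 min; 573/405 nm absorbance ratio gave progress.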
USP2a inh: blocks human ubiquitin-specific protease USP2a. O75604. USP2a enzymatic assay, qHTS inhibition. Potency, µM (titrated, usually from 38.3 µM), for inactives: top-dose activity change, negative = inhibition, actives largely listed as inhibitors. 60,000 tested, 0.1% active. AID 927;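 further: potency means the concentration at half of the fitted maximal effect; nearly all actives have a fitted effect of over 60% in size; plate controls were DMSO for no effect and NEM full inhibition control for full effect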
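USP2 core (20nM final) preincubated 30 min RT with compound, then Ub-PLA2 20nM and NBD C6-HPC 20uM final added; buffer 20mM Tris-HCl pH 8.0, 2mM CaCl2. Fluorescence Ex 460/Em 535 read at 0 and 2.5 h; normalized to NEM.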
Rhodamine autofl: compound fluoresces in the rhodamine spectral region; Rhodamine-region fluorescence, 547/598 nm, Tris buffer; active compounds read high; max dye-equivalent concentration, M; 59,000 tested, 0.05% active; AID 594; in the data active means max dye-equivalent concentration above about 11 nM; inconclusive means between about 1.1 nM and that limit
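Compounds in 100 mM Tris buffer, pH 8.0, were incubated 15 min at room temperature, then read at 547 nm excitation and 598 nm emission. Fluorescence was normalized against a per-plate six-point rhodamine standard curve as dye-equivalent concentration.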
DNA Pol III inh: inhibitors of bacterial DNA polymerase III holoenzyme | 71,000 tested, 0.25% active | Potency, µM (doses to about 57.1 µM), for inactives: top-dose activity change, negative = inhibition | AID 603 | reconstituted DNA polymerase III holoenzyme replication, biochemical; further: potency means the concentration at half of the fitted maximal effect; on the % scale 0 is the no-effect control and ±100 the full control effect
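Reconstituted *E. coli* holoenzyme (0.35 nM Pol III, 1 nM beta, 154 nM SSB, 2 nM primase) was preincubated with compound for 15 min at RT. Synthesis on 1.4 nM ssM13Gori ran 35 min, then was stopped with PicoGreen/EDTA and read as dsDNA fluorescence.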
Caspase-1 inhib: blocks human caspase-1 allosterically or competitively; Caspase-1 enzyme, Ac-WEHD-AFC fluorogenic rate; AID 900; Potency, µM (series often up to 57.5 µM), without a hit: at the top dose activity change, negative = inhibition, hits mostly inhibitors; 75,000 tested, 0.03% active; P29466;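 further: potency means the concentration at half of the fitted maximal effect; plate controls were vehicle for no effect and no substrate for full effect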
BRCT inh red: inhibitors of human BRCA1 BRCT-phosphoprotein interaction (red fluorophore); P38398; BRCT-phosphopeptide binding, red fluorescence polarization; Potency, µM (highest dose often 76.9 µM), without a hit: at the highest dose activity change, negative = inhibition, actives largely listed as inhibitors; 75,000 tested, 0.03% active; AID 892; further: on the % scale 0 is the no-effect control and ±100 the full control effect
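Rhodamine-labelled pBACH1 10-mer (100 nM) bound to BRCT domain (100 nM) at pH 7.3; compounds incubated 12 min room temperature, polarization read. Free peptide defines full inhibition; unlabelled decapeptide titrated as control.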
HADH2 inhib: blocks human hydroxyacyl-CoA dehydrogenase type II; AID 886; 73,000 tested, 3.4% active; recombinant HADH2, NADH fluorescence, beta-hydroxybutyryl-CoA; Potency, µM (highest dose often 57.1 µM), inactives show at the top dose activity change, negative = inhibition, hits mostly inhibitors; Q99714; further: potency means the concentration at half of the fitted maximal effect; on the % scale 0 is the no-effect control and ±100 the full control effect; nearly all actives have a fitted effect of over 60% in size; many of its hits are not listed in these tables
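Read-out: 360 nm excitation, 450 nm emission, kinetic over 4 min. Conditions: His-tagged human HADH2 20 nM, pH 9.0 Tris with Tween-20, 1 mM NAD+, 90 uM beta-hydroxybutyryl-CoA.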
HEK293 cAMP ctrl: raises cAMP in parental HEK293 cells, TSHR agonist counter-screen | 73,000 tested, 2.5% active | parental HEK293 CNG cAMP sensor, membrane potential fluorescence | Potency, µM (top dose mostly 57.1 µM), without a hit: at the top dose activation, usual class: activators | AID 938; further: potency means the concentration at half of the fitted maximal effect; % of control where 0% means no effect; nearly all actives have a fitted effect of over 55% in size
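Counterscreen for endogenous-receptor signalling: CNG-channel HEK 293 cells report cAMP rise by membrane depolarization. After 60 min dye equilibration with 100 uM RO 20-1724, compounds incubated 30 min before bottom-read fluorescence at 590 nm.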
Caspase-7 inhib: caspase-7 (human) inhibition, allosteric or competitive | P55210 | recombinant caspase-7, Ac-DEVD-AFC fluorescence rate | Potency, µM (top dose mostly 57.5 µM), for the others: at the highest dose activity change, negative = inhibition, hits mostly inhibitors | 75,000 tested, 0.02% active; active means well fitted inhibition curve with a large enough effect in the main read-out, with a control signal flat, not every such curve was filed as active; inconclusive means small, poorly fitted or top-dose-only effect, or a change in a side signal; further: potency means the concentration at half of the fitted maximal effect; % of control where 0% means no effect
Target sequence (P55210 24-198 limits assumed): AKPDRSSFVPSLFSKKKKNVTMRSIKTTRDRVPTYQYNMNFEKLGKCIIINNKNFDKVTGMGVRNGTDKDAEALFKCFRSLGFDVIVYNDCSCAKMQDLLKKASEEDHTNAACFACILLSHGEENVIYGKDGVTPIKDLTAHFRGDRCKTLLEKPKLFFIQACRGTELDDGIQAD
Target sequence (P55210 207-303 limits assumed): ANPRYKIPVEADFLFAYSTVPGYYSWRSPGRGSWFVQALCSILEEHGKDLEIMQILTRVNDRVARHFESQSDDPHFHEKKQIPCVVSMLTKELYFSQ
Tau filament bind: binders of human tau filaments | P10636 | recombinant tau filaments, thioflavin S fluorescence, 15 h; filaments grown with octadecylsulfate alongside compound | Potency, µM (series often up to 57.1 µM), without a hit: at the highest dose activity change, negative = inhibition | 71,000 tested, 2% active;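 further: potency means the concentration at half of the fitted maximal effect; on the % scale 0 is the no-effect control and ±100 the full control effect; actives lower thioflavin S fluorescence by blocking filaments or displacing dye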
Target sequence (P10636 whole entry, looked up): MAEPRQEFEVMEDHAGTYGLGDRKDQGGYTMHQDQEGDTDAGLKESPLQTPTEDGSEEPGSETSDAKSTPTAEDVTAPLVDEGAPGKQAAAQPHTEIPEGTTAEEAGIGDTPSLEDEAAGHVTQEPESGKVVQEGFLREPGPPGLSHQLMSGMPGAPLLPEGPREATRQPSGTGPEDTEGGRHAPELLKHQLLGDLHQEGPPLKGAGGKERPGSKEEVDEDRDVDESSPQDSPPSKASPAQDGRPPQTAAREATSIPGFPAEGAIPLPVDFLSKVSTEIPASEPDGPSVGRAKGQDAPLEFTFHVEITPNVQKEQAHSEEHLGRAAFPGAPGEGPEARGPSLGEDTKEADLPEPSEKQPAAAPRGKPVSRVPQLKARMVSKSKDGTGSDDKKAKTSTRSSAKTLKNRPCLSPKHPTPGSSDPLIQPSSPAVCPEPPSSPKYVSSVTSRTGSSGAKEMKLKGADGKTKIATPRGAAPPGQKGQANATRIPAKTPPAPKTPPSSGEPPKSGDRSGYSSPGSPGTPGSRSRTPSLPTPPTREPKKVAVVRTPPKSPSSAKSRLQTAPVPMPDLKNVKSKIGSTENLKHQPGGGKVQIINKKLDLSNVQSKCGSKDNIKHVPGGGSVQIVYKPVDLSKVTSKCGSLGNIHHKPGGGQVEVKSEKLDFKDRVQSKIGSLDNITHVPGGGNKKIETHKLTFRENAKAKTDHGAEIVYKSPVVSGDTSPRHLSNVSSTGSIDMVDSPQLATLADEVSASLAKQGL
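Assay mix: 1 uM His-tagged tau, 30 uM sodium octadecylsulfate, thioflavine S dye in HEPES/NaCl/DTT buffer. Compound is added prior to the inducer. Fluorescence after 15 h at 37 C.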
An asterisk follows results filed as active; i = inactive; ? = inconclusive; / = not tested or not shown; [ ] = another dose, or the depositor's remark. Unless noted, the call rests on the fitted dose curve; in most records, active means well fitted curve in the direction sought with a large enough effect; inconclusive means small, poorly fitted or top-dose-only effect, or another doubt; inactive means no such curve, though single readings can be large; an effect the other way counts as inactive or inconclusive. These rows are one share of the data, so the mix of outcomes need not match the whole.

mol	BRCT PPI green	ALOX15 inhib	USP2a inh	Rhodamine autofl	DNA Pol III inh	Caspase-1 inhib	BRCT inh red	HADH2 inhib	HEK293 cAMP ctrl	Caspase-7 inhib	Tau filament bind
COc1ccc(Oc2ncnc3c2ncn3Cc2ccccc2)cc1	-1.9%	4%	10%	i	-8%	0%	-2.4%	-3%	0%	-1%	-7%
CCOC(=O)Cn1nnc(-c2cccc(OC)c2)n1	-1.6%	-12%	-7%	i	-1%	4%	-1.3%	-7%	2%	7%	-7%
CCCc1nc(SCc2cccnc2)c2c(=O)n(C)c(=O)n(C)c2n1	11%	-4%	/	/	-7%	-2%	-0.3%	5%	19%	-3%	52%
CCOC(=O)CCC(=O)NCc1ccc2[nH]c(C)cc2c1	0.8%	?	8%	i	1%	-15%	-1.9%	-10%	2%	-11%	-5%
COc1ccc(CNc2ncncc2-c2ccc3c(c2)OCO3)c(OC)c1	2.5%	11%	28%	i	-1%	-2%	-0.4%	2%	?	-3%	-1%
COc1ccc(C(=O)NCc2c(CC(C)C)oc(C)c2C(=O)O)cc1	-2.9%	9%	-15%	i	-5%	0%	-0.1%	-8%	19%	0%	-18%
CC(=O)NCCNc1nc(-c2ccccc2C)nc2ccccc12	0.7%	12%	15%	i	-5%	0%	-0.2%	-7%	22%	-1%	-5%
COc1ccc(CCNC(=O)CCn2c(=O)oc3ccccc32)cc1OC	-0.5%	5%	/	/	-7%	-1%	-1.3%	-5%	6%	1%	-9%
Cc1c(C(=O)N2CCCCC2)oc2ccc(S(=O)(=O)N3CC(C)CC(C)C3)cc12 (stereo not drawn)	1.3%	-5%	8%	i	-6%	-2%	-0.2%	-2%	?	-6%	2%
CC(=O)N1CCc2cc(S(=O)(=O)NC(CC(C)C)C(=O)N3CCc4ccccc4C3)ccc21 (stereo not drawn)	1.4%	-11%	32%[activator]	i	-6%	-1%	-3.0%	10%	3%	1%	5%

New compounds follow
mol	BRCT PPI green	ALOX15 inhib	USP2a inh	Rhodamine autofl	DNA Pol III inh	Caspase-1 inhib	BRCT inh red	HADH2 inhib	HEK293 cAMP ctrl	Caspase-7 inhib	Tau filament bind
O=C(c1ccc(-c2ccccc2)cc1)N1CCN(c2nc3ccccc3o2)CC1	-0.4%	-1%	/	/	-6%	0%	-0.1%	-5%	5%	0%	22%
Cc1nc(SCC(=O)Nc2ccnc3ccccc23)n[nH]1	0.1%	5%	7%	i	-2%	0%	-0.8%	5%	-4%	2%	2%
CCOC(=O)N1CCN(S(=O)(=O)c2ccc(OCC(=O)OC)c(C)c2)CC1	-2.9%	5%	5%	i	2%	2%	0.4%	15%	1%	1%	3%
O=C1c2ccccc2S(=O)(=O)N1Cc1nnc(-c2ccccc2Br)o1	0.6%	-18%	30%	i	1%	-4%	0.0%	3%	?	-5%	-14%
c1ccc2c(c1)CCCn1nnnc1-2	-1.0%	9%	1%	i	0%	2%	0.0%	-3%	2%	2%	-5%
CC1Cc2ccccc2N1C(=O)c1ccnc(C(C)(C)C)c1 (stereo not drawn)	-1.8%	-2%	5%	i	-6%	-2%	-1.0%	1%	?	-1%	15%
Cc1ccc2nc(-c3ccc(NC(=O)CN4CCN(C(=O)c5ccco5)CC4)cc3)sc2c1	1.6%	?	51%[activator][7.66 µM]	/	-13%[11.4 µM]	-14%	0.5%	4µM*	10%[11.4 µM]	-15%	306%[11.4 µM]
Cc1cc(-c2nnc3n2CCCCC3)c(C)n1-c1ccccc1	-3.3%	4%	0%	i	1%	3%	0.8%	3%	8%	-2%	-13%
CCN1CCc2nc(N)oc2CC1	1.2%	4%	-3%	i	-6%	-2%	1.2%	?	?	0%	-4%
O=C(NCC1CCCO1)c1ccc(NC(=O)C2CC=CCC2C(=O)O)cc1 (stereo not drawn)	-1.9%	6%	-9%	i	-2%	1%	-1.6%	2%	2%	-1%	-1%

Two entries picked at random from those above:
mol	BRCT PPI green	ALOX15 inhib	USP2a inh	Rhodamine autofl	DNA Pol III inh	Caspase-1 inhib	BRCT inh red	HADH2 inhib	HEK293 cAMP ctrl	Caspase-7 inhib	Tau filament bind
CC1Cc2ccccc2N1C(=O)c1ccnc(C(C)(C)C)c1 (stereo not drawn)	-1.8%	-2%	5%	i	-6%	-2%	-1.0%	1%	?	-1%	15%
Cc1cc(-c2nnc3n2CCCCC3)c(C)n1-c1ccccc1	-3.3%	4%	0%	i	1%	3%	0.8%	3%	8%	-2%	-13%

Additional structures.
mol	BRCT PPI green	ALOX15 inhib	USP2a inh	Rhodamine autofl	DNA Pol III inh	Caspase-1 inhib	BRCT inh red	HADH2 inhib	HEK293 cAMP ctrl	Caspase-7 inhib	Tau filament bind
O=C1c2ccccc2N[C@H](c2cc(Cl)cc(Cl)c2O)N1CCc1ccccn1	-0.7%[15.4 µM]	4%[11.4 µM]	/	i	-6%[11.4 µM]	4%[11.5 µM]	0.7%[15.4 µM]	4%[11.4 µM]	15%[11.4 µM]	-4%[11.5 µM]	1%[11.4 µM]
CN1CCN(C2=C(Cl)C(=O)N(CCc3ccccc3)C2=O)CC1	1.2%	-17%	10%	i	-4%	-8%	-0.6%	13%	-6%	-4%	?
CC1Cc2ccccc2N1C(=O)CCNS(=O)(=O)c1ccc2c(c1)CCC(=O)N2 (stereo not drawn)	1.2%	-12%	13%	i	-5%	0%	0.3%	1%	3%	-3%	2%
COc1ccccc1OCC(=O)Nc1cccc(-c2nc3ccccc3o2)c1	-0.4%	-8%	30%[activator]	i	-6%	-2%	-1.0%	?	25µM*	-3%	344%
C[C@H](NC(=O)OC(C)(C)C)c1nnc(SCC(=O)Nc2ccc(Br)cc2)o1	-1.0%	-11%	-16%	i	-15%	0%	-0.1%	0%	18%	-1%	-4%
Cc1cc2cc(CNC(=O)c3ccc4c(c3)OCO4)ccc2n1C	-0.7%	20µM*	19%	?	-8%	-19%	-23%	-22%	3%	-23%	?
CC1=C(C(=O)Nc2ccccc2)C(c2ccco2)C(C#N)=C(SCc2ccccc2)N1 (stereo not drawn)	-1.3%	?	44%[activator]	/	2%	-10%	-1.1%	?	26%	-12%	81%
COC(=O)C(C(C)=O)C(NC(=O)NCc1ccccc1)c1ccccc1 (stereo not drawn)	-1.4%[15.4 µM]	10%[11.4 µM]	/	/	/	-1%[11.5 µM]	1.1%[15.4 µM]	3%[11.4 µM]	6%[11.4 µM]	-1%[11.5 µM]	/
O=C(Nc1ccc2ccccc2c1)c1cccnc1	-1.0%	0%	3%	/	0%	0%	2.1%	5%	0%	0%	20%
O=C1CSC2=NCN(c3ccc4c(c3)OCO4)CN12	0.0%	-19%[11.4 µM]	14%[7.66 µM]	/	-12%[11.4 µM]	-2%	0.3%	-1%[11.4 µM]	-9%[11.4 µM]	-1%	-14%[11.4 µM]
CCOc1cccc(NC(=O)CC#N)c1	2.5%	0%	29%	i	-4%	-4%	-1.0%	?	5%	-3%	-1%
CCCCCCCCCCCCCCCCOP(=O)([O-])OCC[N+](C)(C)C	-1.1%[3.08 µM]	12%	2%	/	/	-1%	-0.4%	/	/	1%	/

One compound at a time (already shown). Screens in order: BRCT PPI green | ALOX15 inhib | USP2a inh | Rhodamine autofl | DNA Pol III inh | Caspase-1 inhib | BRCT inh red | HADH2 inhib | HEK293 cAMP ctrl | Caspase-7 inhib | Tau filament bind
CN1CCN(C2=C(Cl)C(=O)N(CCc3ccccc3)C2=O)CC1 is listed with 1.2% | -17% | 10% | i | -4% | -8% | -0.6% | 13% | -6% | -4% | ?
CCOc1cccc(NC(=O)CC#N)c1 is listed with 2.5% | 0% | 29% | i | -4% | -4% | -1.0% | ? | 5% | -3% | -1%
C[C@H](NC(=O)OC(C)(C)C)c1nnc(SCC(=O)Nc2ccc(Br)cc2)o1 is listed with -1.0% | -11% | -16% | i | -15% | 0% | -0.1% | 0% | 18% | -1% | -4%
CCCCCCCCCCCCCCCCOP(=O)([O-])OCC[N+](C)(C)C is listed with -1.1%[3.08 µM] | 12% | 2% | / | / | -1% | -0.4% | / | / | 1% | /
O=C1c2ccccc2N[C@H](c2cc(Cl)cc(Cl)c2O)N1CCc1ccccn1 is listed with -0.7%[15.4 µM] | 4%[11.4 µM] | / | i | -6%[11.4 µM] | 4%[11.5 µM] | 0.7%[15.4 µM] | 4%[11.4 µM] | 15%[11.4 µM] | -4%[11.5 µM] | 1%[11.4 µM]
